# TAG inh: inhibitors of triacylglycerol accumulation; AID 651582; H9c2 cells, Nile Red lipid (TAG) fluorescence; cells loaded with 200 µM oleic acid; 0.66% of 230,000 active; inhibition, % at 12.5 µM;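 active = pattern-corrected inhibition of lipid staining of at least 50% with the nuclear-stain viability signal not falling by more than 50%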;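 also: 0% = DMSO wells and 100% = triacsin C control wells; some results filed as inactive read as strong as hits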
# TAG inh DAPI viability: recorded beside TAG inh, whose call it bears; DAPI nuclei signal change (viability), lower = more cytotoxic, %;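 whole-well DAPI fluorescence read on a plate reader as a viability signal; minus 50 percent equals half of cells still viable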
# * hit, by the source's call. This is a subset. The share of hits here may be higher or lower than overall.
SMILES,TAG inh,TAG inh DAPI viability
Cc1cc(=O)n2c3ccccc3n(CC(O)CN3CCOCC3)c2c1C#N (configuration not stated),-7.6,9.0
Oc1c(C(c2ccc(F)cc2)N2CCc3ccccc3C2)sc2ncnn12 (configuration not stated),-3.8,-1.5
CC(=O)Nc1ccccc1NC(=O)C/C(C)=N/NC(=O)c1ccccn1,-12.3,8.2
Cc1cc(S(=O)(=O)N2CCN(CC(=O)NC(C)(C#N)C3CC3)CC2)ccc1Br (configuration not stated),6.8,5.0
O=c1[nH][nH]c(C(F)(F)F)c1C=Nc1ccccc1Cl,-18.3,9.3
CCOC(=O)C1(Cc2cccc(OC)c2)CCN(Cc2cccc(OC)c2OC)CC1,-20.7,33.2
N/N=C(\c1ccccc1)C12CN3CN(CN(C3)C1)C2,-4.3,10.3
NC1=C(Cl)C(=O)c2ccc(S(N)(=O)=O)cc2C1=O,116.5,-65.4
Cn1cccc1Cc1nnc(SCC(=O)NCc2ccc(F)cc2)n1-c1ccc(F)cc1,-10.9,-8.0
C[N+](C)(C)CC=O,2.8,-4.2
CC(C)(C)OC(=O)N[C@@H](Cc1ccccc1)[C@H](O)c1ccco1,-8.4,-8.9
CCOc1ccccc1C1C(C(=O)Nc2ccccc2OC)=C(C)Nc2nc(CCCO)nn21 (configuration not stated),0.3,6.0
CC(C(=O)NCc1ccc2c(c1)OCO2)c1ccc([N+](=O)[O-])cc1 (configuration not stated),4.8,-3.2
CCN(CC)CCCNC(=O)CC1Oc2ccc(C)cc2NC1=O (configuration not stated),-0.3,-8.7
O=C(COc1ccc(S(=O)(=O)NC2CCCC2)cc1)NCC1CCCO1 (configuration not stated),7.7,-3.8
Cc1cc(S(=O)(=O)Nc2ccc(C(=O)NCCCN3CCOCC3)cc2)ccc1F,-4.4,-2.3
COc1cc(OC)cc(-c2c(C#Cc3ccsc3)c3cc(-c4ccc(OC)cc4F)ccc3n2C)c1,10.0,76.5
O=C(CNC(=O)C1(c2ccccc2)CC1)Nc1ccc(F)c(F)c1,55.8,-55.6
COc1cc(OC)cc(C(=O)NNC(=O)c2ccc(S(=O)(=O)N(C)c3ccccc3OC)cc2)c1,4.4,-1.2
CC1(OC(=O)CCc2ccccc2)C(=O)C=C2C=C(c3ccc(C#N)cc3)N(Cc3ccco3)C=C2C1=O (configuration not stated),-2.4,10.7
CCOc1ccccc1OCCC(=O)OCC(=O)c1ccc[nH]1,7.1,-8.5
Cc1cccc(C2c3[nH]c4ccccc4c3CCN2C(=O)c2cn(C)c3ccccc3c2=O)n1 (configuration not stated),4.4,6.9
CN(CC(=O)Nc1ccccc1C(F)(F)F)C(=O)CN1C(=O)C2CCCCC2C1=O (configuration not stated),-3.7,3.4
O=C(CN1C(=O)c2ccccc2C1=O)NCCOc1ccccc1,3.1,2.2
N#Cc1c(-c2ccccc2)nc(SCC(=O)NC2CCCCC2)[nH]c1=O,4.8,-1.2
CN(C(=O)C1CCCO1)c1nnc(-c2ccncc2)s1 (configuration not stated),-3.7,11.3
CCCC(=O)Nc1ccccc1NC(=O)c1ccc2c(c1)OCO2,6.2,-8.5
CCOc1ccc(CCNC(=O)CCS(=O)(=O)c2ccc(Cl)cc2)cc1OCC,33.2,4.8
Cc1ccc(-c2nnn(CC(=O)N(c3ccccc3)C(C(=O)NC(C)(C)C)c3cccs3)n2)o1 (configuration not stated),-11.0,14.7
CCOC(=O)C1=C(c2cccc(F)c2)NC(=S)NC1C (configuration not stated),-1.9,-4.7
COc1ccccc1CCNC(=O)c1cc(C2CC2)nc2c1cnn2C(C)C,16.7,2.1
COc1cccc(-c2nnc(-c3ccc(C(F)(F)F)cc3)o2)c1,-3.8,12.7
Cc1cc(C)cc(-n2ncc3c2CCCC3NC(=O)c2ccccc2)c1 (configuration not stated),11.5,-1.6
COc1cc(C2CC(=O)Oc3cc4c(cc32)OCO4)cc(OC)c1OC (configuration not stated),0.5,-2.8
Cc1cc(C(F)(F)F)cc(NNC(=O)NC(=O)c2ccc(Cl)cc2)n1,8.8,-3.3
Cc1cc(Cl)ccc1OCCCC(=O)Nc1cccnc1,-13.3,5.4
COc1ccc([C@H]2/C=C\CN(C(=O)CC(C)(C)C)[C@@H](C)C(=O)N2Cc2ccc(F)cc2)cc1,28.7,-10.4
CCCCc1nnc(SCC(=O)Nc2nccs2)n1CC,10.7,-4.8
CC(Sc1nnc(-c2ccco2)n1C)C(=O)N(C)C1CCCCC1 (configuration not stated),-14.6,4.6
CNC(=O)C1CCCN1S(=O)(=O)c1ccc(OC)cc1 (configuration not stated),0.8,-18.9

# An excerpt of these results, field by field:
CCCCc1nnc(SCC(=O)Nc2nccs2)n1CC
  TAG inh = 10.7	TAG inh DAPI viability = -4.8

COc1cc(C2CC(=O)Oc3cc4c(cc32)OCO4)cc(OC)c1OC (configuration not stated)
  TAG inh = 0.5	TAG inh DAPI viability = -2.8

# New compounds follow
SMILES,TAG inh,TAG inh DAPI viability
CCOC(=O)N1CCN(S(=O)(=O)c2cc([N+](=O)[O-])ccc2C)CC1,-11.9,1.5
COc1ccc2c(c1)C(NC(C)=O)C(=O)N2CCc1ccccc1 (configuration not stated),11.5,-12.1
C1CN(c2nc3nonc3nc2N2CCSCC2)CCO1,-6.7,4.3
CCCCOC(=O)Nc1ccccc1C(=O)OC,-1.3,4.5
COc1ccc(-c2sc3ccccc3c2C#CCO)cc1,4.2,25.3
Cc1cc(C(F)(F)F)c(C#N)c(=O)[nH]1,-0.3,-1.7
CCc1nc2c(OCc3c(C)noc3C)cccn2c1N(C)C(=O)c1ccccc1F,-23.4,-7.1
CN(C)CCN1C(=O)C(=O)/C(=C(/O)c2ccc(S(=O)(=O)N3CCOCC3)cc2)C1c1ccc(Br)cc1 (configuration not stated),5.1,-0.2
Cc1oc(/N=C/c2ccc(O)cc2O)c(C#N)c1C,12.0,-14.2
C/C=C(/C)C(=O)O[C@@H]([C@H](O)c1cc2ccc(=O)oc2cc1OC)C(C)(C)O[C@@H]1O[C@H](CO)[C@@H](O)[C@H](O)[C@H]1O,38.1,-3.3
COc1ccc(CC(NC(C)=O)C(=O)NC2CCN(C(=O)C3CC3)CC2)cc1OC (configuration not stated),-0.2,9.1
CCOC(=O)N1CCN(C(=O)c2ccc3c(=O)n(-c4ccc(OC)cc4OC)c(=S)[nH]c3c2)CC1,0.2,2.4
COc1ccc(N/C=C\C(=O)c2ccc3c(c2)OCO3)cc1OC,-2.5,-0.8
CC(C)NC(=O)NNC(=O)c1cc(COc2cc(Cl)cc(Cl)c2)on1,2.2,-8.7
Cc1ccc(NS(=O)(=O)c2c(C)nc3sccn3c2=O)cc1,-10.0,3.7
Cc1ccc(C)n1-c1ccc(N2CCOCC2)c([N+](=O)[O-])c1,13.8,-5.4
CCCCN1C(=O)C(CC(=O)NCCN2CCOCC2)CC(C(=O)N2CCOCC2)=C1C (configuration not stated),15.5,-2.3
Cc1ccc(-c2nn(-c3ccccc3)cc2/C=N/n2c(-c3ccncc3)n[nH]c2=S)cc1,14.3,1.5
Cc1cc(NC(=O)CSCC(=O)N2CCN(c3cccc(C(F)(F)F)c3)CC2)no1,-15.2,0.6
CSC(=NS(=O)(=O)c1ccc(N)cc1)NS(=O)(=O)c1cccs1,-8.4,-6.0
CCN(CC)C(=O)C(=O)Nc1ccc(Oc2ccccc2)cc1,-8.8,5.4
CC(C)CCn1nnnc1C(c1ccc(N(C)C)cc1)N1CCN(C(=O)c2ccco2)CC1 (configuration not stated),13.9,-7.6
CN(CC(=O)Nc1ccc(F)cc1)CC(=O)N1CCCC1,4.7,8.3
CC(C)(C)C1CCC(OC(=O)CN2CCOCC2)CC1 (configuration not stated),-8.7,0.6
O=C(CCC1CCCN(C(=O)c2ccc3c(c2)OCO3)C1)N1CCN(c2ccccn2)CC1 (configuration not stated),-13.4,5.8
Cc1ccc(N2C(=O)C3CC(c4ccccc4)=C4C5C=CC(C6C(=O)N(c7ccc(C)cc7C)C(=O)C56)C4C3C2=O)c(C)c1 (configuration not stated),51.1*,-5.5*
COc1ccc(Cl)cc1NC(=O)CSc1nnc(COc2ccccc2)n1N,54.4*,-5.5*
Cc1cc(C(=O)Nc2ccc(Br)cn2)sc1C,5.3,2.2
COc1ccc(-c2csc(NC(=O)c3ccoc3C)n2)cc1,-13.1,-9.3
Cc1ccc(SCCNC(=O)c2ccc(C)c([N+](=O)[O-])c2)cc1,-5.1,-0.3
c1ccc(N=C2SCCCS2)cc1,-5.8,-1.1
CCCN(CCC)C(=O)/C=C/c1cccc([N+](=O)[O-])c1,-0.8,0.6
CCOC(=O)c1[nH]c2ccccc2c1NC(=S)Nc1ccccc1C,-4.8,1.7
N=c1ccn(Cc2ccc(Cl)cc2)cc1,-31.3,8.3
O=C1CCCN2N=C(SCC(=O)Nc3ccccc3C(F)(F)F)SC2=N1,9.6,3.2
O=S(=O)(c1ccccc1)N1CN(Cc2ccc(F)cc2)c2nc3ccccc3nc21,-2.6,-3.1
CC(OC(=O)c1ccc(NS(=O)(=O)c2cccs2)cc1)C(=O)N(C)C1CCCCC1 (configuration not stated),-5.1,7.7
Nc1cc(=O)[nH]c(SCC(=O)Nc2ccccc2-c2ccccc2)n1,13.8,-5.1
O=C(Nc1ccc(Br)cc1)Nc1cnccn1,-7.8,-0.9
COC(=O)c1sc(SC)c2c1CC(C)(C)C/C2=N/O,-13.6,4.5

# 17 entries from above in a different format:
SMILES	TAG inh	TAG inh DAPI viability
CCN(CC)C(=O)C(=O)Nc1ccc(Oc2ccccc2)cc1	-8.8	5.4
CC(C)CCn1nnnc1C(c1ccc(N(C)C)cc1)N1CCN(C(=O)c2ccco2)CC1 (configuration not stated)	13.9	-7.6
CN(CC(=O)Nc1ccc(F)cc1)CC(=O)N1CCCC1	4.7	8.3
CC(C)(C)C1CCC(OC(=O)CN2CCOCC2)CC1 (configuration not stated)	-8.7	0.6
O=C(CCC1CCCN(C(=O)c2ccc3c(c2)OCO3)C1)N1CCN(c2ccccn2)CC1 (configuration not stated)	-13.4	5.8
Cc1ccc(N2C(=O)C3CC(c4ccccc4)=C4C5C=CC(C6C(=O)N(c7ccc(C)cc7C)C(=O)C56)C4C3C2=O)c(C)c1 (configuration not stated)	51.1*	-5.5*
COc1ccc(Cl)cc1NC(=O)CSc1nnc(COc2ccccc2)n1N	54.4*	-5.5*
Cc1cc(C(=O)Nc2ccc(Br)cn2)sc1C	5.3	2.2
COc1ccc(-c2csc(NC(=O)c3ccoc3C)n2)cc1	-13.1	-9.3
Cc1ccc(SCCNC(=O)c2ccc(C)c([N+](=O)[O-])c2)cc1	-5.1	-0.3
c1ccc(N=C2SCCCS2)cc1	-5.8	-1.1
CCCN(CCC)C(=O)/C=C/c1cccc([N+](=O)[O-])c1	-0.8	0.6
CCOC(=O)c1[nH]c2ccccc2c1NC(=S)Nc1ccccc1C	-4.8	1.7
N=c1ccn(Cc2ccc(Cl)cc2)cc1	-31.3	8.3
O=C1CCCN2N=C(SCC(=O)Nc3ccccc3C(F)(F)F)SC2=N1	9.6	3.2
O=S(=O)(c1ccccc1)N1CN(Cc2ccc(F)cc2)c2nc3ccccc3nc21	-2.6	-3.1
CC(OC(=O)c1ccc(NS(=O)(=O)c2cccs2)cc1)C(=O)N(C)C1CCCCC1 (configuration not stated)	-5.1	7.7

# (listing goes on)
SMILES,TAG inh,TAG inh DAPI viability
CCOC(=O)C1=C(COC(=O)COc2ccc(OCC)cc2)NC(=O)NC1C (configuration not stated),4.9,4.0
CC1CCC2(CC1)NC(=O)N(CC(=O)Nc1cccc(S(=O)(=O)N3CCCCC3)c1)C2=O (configuration not stated),-31.9,-3.6
CC1CCN(C(=O)CSc2ccc(-c3cccnc3)nn2)CC1,-0.1,5.4
O=C(Nc1nccs1)c1ccccc1Br,7.0,-4.2
Cc1cc(C(=O)COC(=O)C2=NN(c3ccccc3)C(=O)CC2)c(C)n1CC(F)(F)F,14.0,-1.4
COc1ccc(S(=O)(=O)N2CCN(C(=O)c3cc4c(s3)CCCC4)CC2)cc1,6.4,-1.3
Cc1ccccc1NS(=O)(=O)c1cc(C(=O)N2CCCC2)ccc1C,1.1,-10.2
COc1ccc(C(=O)CN2C(=O)NC3(CCCc4ccccc43)C2=O)cc1OC (configuration not stated),37.3,-1.7
COc1ccc(/C(O)=C2/C(=O)C(=O)N(CCCN(C)C)C2c2ccc(Cl)cc2)cc1OC (configuration not stated),6.3,-9.9

# High-throughput results (PubChem BioAssay)
